Assay outcomes (PubChem BioAssay)
V-ATPase pH: regulators of yeast V-ATPase proton pumping, primary screen, pHLuorin cytosolic pH fluorescence | S. cerevisiae | response, % at 10 µM | actives 0.37% (n = 350,000) | AID 504577, 2011; in the data active means response mostly above about 7.3%, no sharp cut-off; inactive means mostly below about 5.4%; further: actives read high; inactives centre near 0; some compounds called inactive have numbers as strong as hits
Arr AP2 block: inhibitors of beta-arrestin/AP2 binding, primary screen, biochemical, GPCR trafficking, flow cytometry; beta-arrestin 1 C-terminal peptide binding to AP2 beta2-adaptin appendage (human); FITC-arrestin peptide / GST-AP2 beads; AP2 beta2 appendage carries R879A mutation; inhibition, % at 10 µM; actives 0.31% (n = 340,000);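 active means inhibition above a set limit, near 3 SD of compounds lacking own fluorescence, cut at about 54% in these data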;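 further: plate controls were DMSO wells for no effect and 5 µM unlabelled arrestin peptide for full effect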
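system = GST-tagged AP2 beta2-adaptin appendage (R879A) on 4 µm glutathione beads | reagent = FITC-labelled arrestin peptide probe, 50 nM final | schedule = compound with beads 12 min RT, then probe 1 h RT | signal = HyperCyt-sampled flow cytometry, FL1 channel, ex 488/em 535 nm | read-out = percent response from loss of bead-bound FITC fluorescence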
Keap1-Nrf2 PPI: Keap1-Nrf2 protein-protein interaction inhibitors, primary screen, biochemical, fluorescence polarization, single point. actives 0.15% (n = 340,000). inhibition, % at 9.4 µM. Keap1 Kelch-Nrf2 peptide fluorescence polarization, 1536-well. Kelch-like ECH-associated protein 1 (Homo sapiens), Q14145; in the data active means inhibition above about 12%;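 further: human Keap1 Kelch domain with fluorescein labeled Nrf2 9mer peptide probe; 0% = neutral control wells and 100% = peptide positive control; higher means more block of Keap1 binding to Nrf2 peptide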
DAGLB inh: DAGLB lipase inhibitors, primary screen, biochemical, fluorescence, HTS; Diacylglycerol lipase-beta (Homo sapiens), Q8NCG7; HEK293T DAGLB membrane lysate, EnzChek fluorogenic substrate; inhibition, % at 5.17 µM; actives 0.059% (n = 340,000); in the data active means inhibition above about 34%;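 further: 0% = enzyme with vehicle and 100% = wells lacking enzyme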
Target sequence (Q8NCG7 whole entry, looked up): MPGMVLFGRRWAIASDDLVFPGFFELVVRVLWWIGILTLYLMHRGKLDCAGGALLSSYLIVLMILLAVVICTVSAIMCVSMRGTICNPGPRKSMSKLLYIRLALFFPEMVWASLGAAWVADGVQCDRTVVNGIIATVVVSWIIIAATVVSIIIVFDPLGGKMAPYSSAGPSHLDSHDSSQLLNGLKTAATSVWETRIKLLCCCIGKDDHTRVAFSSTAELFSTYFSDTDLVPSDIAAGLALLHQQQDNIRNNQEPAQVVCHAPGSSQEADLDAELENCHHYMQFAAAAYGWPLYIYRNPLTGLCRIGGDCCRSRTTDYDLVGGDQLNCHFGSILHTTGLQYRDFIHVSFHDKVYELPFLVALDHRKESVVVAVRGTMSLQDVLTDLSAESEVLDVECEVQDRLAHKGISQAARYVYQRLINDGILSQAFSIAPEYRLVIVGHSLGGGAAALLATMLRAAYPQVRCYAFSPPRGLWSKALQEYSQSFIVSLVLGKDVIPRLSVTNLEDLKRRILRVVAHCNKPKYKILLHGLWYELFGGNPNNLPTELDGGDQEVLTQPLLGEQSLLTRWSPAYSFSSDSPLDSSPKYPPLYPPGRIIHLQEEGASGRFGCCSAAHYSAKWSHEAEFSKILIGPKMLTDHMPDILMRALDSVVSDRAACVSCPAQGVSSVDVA
NSD2 inh: NSD2 histone methyltransferase inhibitors, primary screen, biochemical, AlphaScreen, single concentration, set 2 | NSD2 peptide methylation, 120 min | inhibition, % at 12.5 µM | actives 0.54% (n = 310,000); in the data active means inhibition above about 50%
CAL PDZ FP-1: untagged CAL PDZ binding inhibitors, primary screen, biochemical, fluorescence polarization, HTS; Golgi-associated PDZ and coiled-coil motif-containing protein (Homo sapiens), Q9HD26; purified CAL PDZ, TMR-peptide fluorescence polarization, 1 h; inhibition, % at 24.9 µM; actives 0.92% (n = 300,000); AID 602252, 2012;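 active means mean inhibition of at least 30% with at least half of replicates also reaching 30%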;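 further: 0% = DMSO neutral control and 100% = excess unlabeled competitor peptide PRC23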
C-LANA FP: inhibitors of KSHV C-LANA binding to DNA, primary screen, biochemical, fluorescence polarization, FAM-LBS DNA, MBP-C-LANA, single point. actives 0.078% (n = 340,000). inhibition, % at 9 µM. Kaposi's sarcoma herpesvirus LANA C-terminal domain (residues 932-1162) DNA binding;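 active means highest replicate inhibition at or above 60% at 9 µM, even if other replicates fall short; inactive means all replicates below 60% inhibition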;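 further: 0% = neutral control wells and 100% = 4 µM acridine orange control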
CAL PDZ FP-2: CAL PDZ peptide-binding inhibitors, primary screen, biochemical, fluorescence polarization, Cer-tagged CAL PDZ, HTS. inhibition, % at 20 µM. actives 0.02% (n = 330,000). purified CAL PDZ, TMR-peptide fluorescence polarization, 1 h. AID 504414, 2011. Golgi-associated PDZ and coiled-coil motif-containing protein (Homo sapiens), Q9HD26;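 active means highest replicate inhibition of at least 40%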;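 further: plate controls were DMSO neutral control wells for no effect and unlabeled competitor peptide control wells for full effect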
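Material – purified CerCALP PDZ construct · Detection – FP readout, S and P plane fluorescence · Measure – percent inhibition from loss of millipolarization · Controls – unlabelled peptide for full inhibition, DMSO wells as neutral · Probe or stimulus – TMR-labelled reporter peptide T*-PRC34 bound in PDZ groove · Times – 1 h at RT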
Cardiac RTF inh: cardiac RTF calcium sensitivity inhibitors, primary screen, biochemical, IANBD-TnC fluorescence, EC70 calcium; Troponin I, cardiac muscle (Homo sapiens) + Troponin T, cardiac muscle (Homo sapiens) + …; IANBD-labeled cardiac RTF, Ca2+ fluorescence; inhibition, % at 7.15 µM; actives 0.12% (n = 340,000); AID 493244, 2011;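 active means inhibition above the mean inhibition of all tested compounds plus 3 SD, cut at about 17% in these data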;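 further: assay run at fixed EC70 calcium of 1.6 mM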
Pemphigus Ab inh: inhibitors of pemphigus antibody binding to DSG3, primary screen, biochemical, bead-based, flow cytometry, scFv-GFP; DSG3-coupled beads, scFv-anti-DSG3-GFP binding; hits give low values; binding (percent of control), % at 10 µM; actives 0.48% (n = 310,000); Desmoglein-3 (Homo sapiens), P32926;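 active means binding more than 3 SD below its plate's average and above zero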;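 further: hits lower antibody fragment binding to DSG3; some compounds called inactive have numbers as strong as hits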
* marks the source's active call; other numbers are inactive results; x = no result given. Some of the compounds tested, so the mix of outcomes need not match the whole.

SMILES	V-ATPase pH	Arr AP2 block	Keap1-Nrf2 PPI	DAGLB inh	NSD2 inh	CAL PDZ FP-1	C-LANA FP	CAL PDZ FP-2	Cardiac RTF inh	Pemphigus Ab inh
Cc1ccccc1OCC(=O)Nc1ccc([N+](=O)[O-])cc1	-1	4	-1	-6	-2	4	-2.1	-0.4	1	100
O=C(CSc1nnc(-c2ccc(O)cc2)n1Cc1ccco1)c1cccs1	-4	-3	-5	4	1	2	1.1	-0.5	0	95
CCc1ccc(N(C(=O)c2snc(C(N)=O)c2N)C(C(=O)NC2CCCC2)c2ccco2)cc1 (configuration not stated)	-1	18	2	0	23	1	1.1	-4.4	5	93
Cc1ccc(SCC(=O)Nc2cc(S(=O)(=O)N3CCCCC3)ccc2C)cc1	-4	5	-5	-4	4	-1	0.3	-0.3	-2	92
CCCC(=O)Nc1ccc(S(=O)(=O)Nc2cc(C)nc(C)n2)cc1	1	-5	0	-3	-2	-1	1.2	-0.9	-2	91
CCOc1ccc(NC(=O)c2cccc3c2C(=O)N(Cc2cccnc2)C3)cc1	0	3	-5	-2	0	-2	0.3	x	-8	106
COc1ccccc1CN(C)CC(=O)Nc1cccc(S(=O)(=O)N2CCCCC2)c1	4	-9	1	-6	-2	-5	-0.3	-1.5	-2	99
COc1ccc(Cc2nnc(NS(=O)(=O)c3ccc([N+](=O)[O-])cc3)s2)cc1	-2	26	3	7	x	-6	-0.3	-1.9	4	98
O=[N+]([O-])c1cccc(-c2nnc3ccc4ccccc4n23)c1	4	-1	-3	0	-1	-2	-0.4	-0.1	-2	103
N#C/C(=C\c1c[nH]c2ccccc12)C(N)=O	2	-8	-4	-2	0	10	0.9	-4.0	-5	92
COc1ccc(S(N)(=O)=O)cc1C(=O)NCC(C)(C)N1CCCCC1	2	15	-5	-2	-1	2	-0.4	-2.6	-9	x
Cc1ccc(C2C(C#N)=C(N)Oc3c2c(=O)n(C)c(=O)n3C)cc1 (configuration not stated)	-3	28	-6	0	2	-3	-2.7	-0.2	4	97
Cc1ccc2c(c1)cc(C(=O)N[C@@H](Cc1ccccc1)C(=O)O)n2C	-3	5	-4	-3	2	-5	-1.2	-1.3	-6	97
COc1ccc(CNC(=O)[C@H](C)NC(=O)C2CCN(S(=O)(=O)c3ccc(F)cc3)CC2)cc1	0	-13	1	-2	-5	-2	1.3	-2.7	1	100
CCOC(=O)c1sc(NC(=O)c2cccc(S(=O)(=O)N3CCc4ccccc43)c2)c(C#N)c1C	1	-4	-5	3	-1	1	2.0	-0.9	-6	94
CCOc1ccc(S(=O)(=O)N2CCCC(C(=O)NCc3ccco3)C2)cc1 (configuration not stated)	8	-8	-1	-1	1	-1	-0.2	-2.2	0	110
Cc1nc2ccc(Oc3ccccc3)cc2s1	4	8	1	-8	x	-1	2.5	-1.0	-5	107
CCn1c(=O)cc(OCC(=O)Nc2ccc(C)cn2)c2ccccc21	4	2	0	1	1	x	-0.3	-1.8	-7	103
Cc1c(CCOC(=O)c2cc([N+](=O)[O-])cc([N+](=O)[O-])c2)sc[n+]1CC(=O)c1ccccc1	1	4	-4	4	4	1	-2.8	-1.0	-5	102
Cc1ccc(C(=O)CCC(=O)OCC(=O)N2c3ccccc3NC(=O)C2(C)C)cc1	1	5	1	1	3	-3	0.5	-3.1	-2	105
O=C(Cc1ccccc1)Nc1nc(=O)c2ccccc2s1	0	0	-3	2	0	-2	0.1	-2.4	-9	92
CC(=O)C(CC(=O)N1CCCc2ccccc21)C(=O)Nc1ccc(F)cc1 (configuration not stated)	-2	3	-2	-1	-3	-3	1.1	-1.9	3	106
O=C(COc1coc(CN2CCCc3ccccc32)cc1=O)Nc1ccccc1	0	-4	-6	1	0	-3	1.0	-2.0	-15	111
Cc1occc1C(=O)NNC(=O)CN1C(=O)NC2(CCCCC2)C1=O	-2	23	-1	-2	-2	1	5.0	-0.3	4	104
COc1ccc2cc(CN(CC3COCCO3)S(=O)(=O)c3ccc(Cl)cc3)c(=O)[nH]c2c1 (configuration not stated)	4	8	-3	-2	-1	-1	1.1	-0.4	-4	111
CCOC(=O)c1c(C)[nH]c(C)c1C(=O)COC(=O)c1cc(OC)c(OC)cc1OC	1	17	-1	-1	4	-3	-0.3	-3.2	-4	104
Cc1cc(C)cc(NC(=O)COC(=O)CCc2ccc(S(=O)(=O)N3CCOCC3)cc2)c1	3	1	1	0	-1	x	-0.1	-0.7	-1	100
COc1ccccc1CNC(=O)C1CCN(S(=O)(=O)c2ccc(N3CCCC3=O)cc2)CC1	-3	33	1	-1	-1	-3	0.4	-1.2	-1	99
C=CCNC(=S)NNC(=O)C(CCC(C)C)CC(C)O (configuration not stated)	-2	-4	0	0	1	0	0.6	0.1	-4	92
CCOC(=O)c1sc2nc(SCC(=O)N(CC)CC)n(CCCN3CCCC3=O)c(=O)c2c1C	0	-14	-1	-4	-3	-7	3.0	-4.8	6	106
COc1cccc(OC)c1OCCCCCCN1CCN(C)CC1	4	24	-2	-5	1	0	-1.2	-1.6	2	104
CN1CCN(C(=O)Cn2ncc3c([nH]c4ccccc43)c2=O)CC1	-2	2	-8	-2	2	-3	-1.6	0.1	-4	x
CC(=O)Nc1ccc(N2CCN(Cc3ccccc3F)CC2)cc1	3	-1	-7	1	1	-5	-1.0	-0.1	0	101
COc1cccc(CN2CC(C(=O)N(C)Cc3nc(C)cs3)CCC2=O)c1 (configuration not stated)	2	-2	-6	-1	-2	-1	-0.1	-2.4	8	103
COCCNC(=O)C(NC(=O)C1CCC(C)CC1)C(C)C (configuration not stated)	-6	-18	-4	-1	-2	-1	-1.9	-1.5	-8	96
CC(Oc1ccc(Br)cc1Br)C(=O)Nc1cccnc1 (configuration not stated)	1	-11	-9	0	-3	-1	-1.6	-3.0	-7	x
COCCNC(C(=O)Nc1ccc([N+](=O)[O-])cc1Br)c1ccccc1 (configuration not stated)	2	11	-4	-4	3	-2	0.0	-0.8	3	x
Cc1cc(C)nc(-n2nc(C)cc2NC(=O)c2cc3ccccc3oc2=O)n1	-5	7	-2	-3	-17	-3	-1.8	-1.3	-3	104
COc1ccc(NC(=S)N2CCCC(c3nc4ccc(C)cc4[nH]3)C2)c(OC)c1 (configuration not stated)	-3	0	-2	0	10	-2	0.4	-2.5	-9	97
Cc1ccc(C)c(N(CC(=O)Nc2ccc(-c3nc4ccc(C)cc4s3)cc2)S(C)(=O)=O)c1	2	32	0	-2	-2	-3	0.3	-0.7	-7	100
Cc1cc(C)c(NC(=O)COC(=O)C2=COCCO2)c(C)c1	1	x	x	0	-3	x	x	x	x	100
COc1cccc(C(=O)NNC(=O)C2CC(C)=C(C)CC2C(=O)O)c1 (configuration not stated)	0	-3	1	-2	1	4	-2.1	-0.5	-5	x
Cc1c(Cl)cccc1NC(=S)N1CCc2ccccc2C1	-6	-5	0	-2	-3	-3	-1.4	-1.7	11	86
COc1cccc(/C=N/NC(=O)CC2C(=O)NN=C2C)c1O (configuration not stated)	3	-3	-3	-9	-6	x	0.1	-0.4	-3	94
C#CCOCCOCCOCCNc1nc(N2CCN(C(=O)[C@H](CCCCN)n3cc(CCC(=O)O)nn3)CC2)nc(N2CCN(C(=O)[C@H](Cc3ccc(O)cc3)n3cc(CCO)nn3)CC2)n1	1	-3	-1	-1	x	-2	1.6	0.0	1	97
CCc1c(C)sc(NC(=O)Cc2ccccc2C)c1C(=O)N1CCOCC1	0	-12	5	0	-1	-2	0.2	0.1	5	112
COc1ccc(C(=O)N=C2SC3CS(=O)(=O)CC3N2c2ccc(C(C)=O)cc2)cc1 (configuration not stated)	-4	-4	0	-1	2	-3	0.4	-0.9	5	96
Cc1ccc(S(=O)(=O)NCCc2ccncc2)cc1	0	0	2	1	2	2	-0.5	-0.7	-6	103

Profiles, quoted from the list. Values in the order: V-ATPase pH | Arr AP2 block | Keap1-Nrf2 PPI | DAGLB inh | NSD2 inh | CAL PDZ FP-1 | C-LANA FP | CAL PDZ FP-2 | Cardiac RTF inh | Pemphigus Ab inh
COc1ccc(C(=O)N=C2SC3CS(=O)(=O)CC3N2c2ccc(C(C)=O)cc2)cc1 (configuration not stated) in the list: -4 | -4 | 0 | -1 | 2 | -3 | 0.4 | -0.9 | 5 | 96
CCc1c(C)sc(NC(=O)Cc2ccccc2C)c1C(=O)N1CCOCC1 in the list: 0 | -12 | 5 | 0 | -1 | -2 | 0.2 | 0.1 | 5 | 112

(further entries)
SMILES	V-ATPase pH	Arr AP2 block	Keap1-Nrf2 PPI	DAGLB inh	NSD2 inh	CAL PDZ FP-1	C-LANA FP	CAL PDZ FP-2	Cardiac RTF inh	Pemphigus Ab inh
COc1cccc(CNc2ccc(F)c(Cl)c2)c1OC	-3	-5	4	-1	-2	-4	0.0	-2.3	1	101
COc1cc(/C=C/C(=O)OCC(=O)N2CCCCCC2)ccc1OCC#N	-4	12	0	1	0	9	7.8	-0.1	-6	105
O=C(NCC(=O)N1CCCC(C(F)(F)F)C1)c1cccs1 (configuration not stated)	-3	11	-4	2	0	x	-0.3	1.2	-5	111
Nc1ccc(-c2nc3ccc([N+](=O)[O-])cc3[nH]2)cc1	1	9	-2	3	0	-5	-0.8	2.1	-11	99
COc1ccc(S(=O)(=O)N2CCN(C3CCN(Cc4ccccc4)CC3)CC2)cc1	8	9	-4	-4	x	-3	1.7	-0.4	-6	111
CCCNC(=O)c1onc(CS(=O)(=O)c2cc(C)cc(C)c2)c1C(=O)NCCC	-2	-5	-4	0	x	-1	-0.4	0.6	-1	103
CC12CCC(=O)N1C(C(=O)NCCc1ccc(S(N)(=O)=O)cc1)CS2 (configuration not stated)	1	27	-5	0	-1	-5	-2.6	-0.2	-5	101
NC(=O)CN1C(=O)NC(c2ccccc2)(c2ccccc2)C1=O	0	0	-4	0	-2	1	0.8	-2.4	0	111
Cn1c(C(=O)Nc2ccc3c(c2)OCCO3)cc2sccc21	-5	11	-3	-3	2	x	-1.8	-2.2	-2	100
